ALOX12 inh: inhibitors of human 12S-lipoxygenase ALOX12. Potency, µM (top dose mostly 108 µM), inactives show at the top dose activity change, negative = inhibition, usual class: inhibitors. purified 12hLO, xylenol orange hydroperoxide absorbance. AID 1671190. 580,000 compounds, 1.1% hits. P18054; also: potency is read from the fitted curve at half-maximal effect; % is scaled to controls: 0 for no effect and ±100 for the full control effect
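Hydroperoxide product was detected by ferrous iron/xylenol orange as the 573 to 405 nm absorbance ratio. Arachidonic acid at 40 uM (final) was turned over for 30 min at room temperature by 150 nM human 12hLO, pH 7.0 Hepes buffer, after 15 min compound preincubation.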
LDHA block: blocks human lactate dehydrogenase A | activity change, % (values are at about 110 or 230 µM) | 480,000 compounds, 0.15% hits | purified LDHA, NADH/diaphorase-resazurin fluorescence; hits give low values | P00338; in the data active = activity change below about -30%; inconclusive = mostly about -25% to -30%;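 also: plate controls were DMSO wells for no effect and wells without enzyme for full effect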
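LDH5 2 nM; NADH 0.06 mM, pyruvate 0.2 mM; 200 mM Tris pH 7.4, EDTA, Tween-20; 5 min RT. Detection: diaphorase 0.133 mg/mL + resazurin 37 µM, fluorescence ex540/em590 at 0 and 20 min; normalized to enzyme-free and DMSO wells.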
GRP78 ERSR act: inducers of ER stress response in human glioma cells; Potency, µM, without a hit: at the top dose activation, hits mostly activators; U87-MG GRP78 promoter luciferase reporter, 16 h; 420,000 compounds, 0.02% hits; also: potency is read from the fitted curve at half-maximal effect; series mostly up to about 76 µM; % of control where 0% means no effect; nearly all actives have a fitted effect of over 35% in size
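Stably transfected U87-MG glioma cells carrying a GRP78-based luciferase sensor; 16 h compound incubation. Luminescence end-point read 10 min after Bright-Glo addition at room temperature.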
Vif-A3G inh: Vif-A3G binding inhibition | Q9HC16 | HeLa A3G-eYFP + Vif (tagged APOBEC3G with the HIV-1 protein that degrades it), YFP fluorescence, overnight | AID 602310 | Potency, µM (doses to about 46.1 µM), for inactives: at the top dose activity, negative = active, hits mostly inhibitors | 410,000 compounds, 0.076% hits;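 also: potency is read from the fitted curve at half-maximal effect; % is scaled to controls: 0 for no effect and ±100 for the full control effect; nearly all actives have a fitted effect of over 60% in size; hits raise eYFP signal because A3G escapes Vif-driven loss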
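HeLa cells stably expressing Vif and C-terminally eYFP-tagged A3G, seeded overnight at 37 deg C, then exposed to compound by pintool overnight at 37 deg C. Rise in yellow fluorescence (Ex 488/Em 500-530, Acumen) marks blocked Vif-driven A3G degradation.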
D2 agonist: agonists of human D2 dopamine receptor; HEK293 T-REx D2 cells, calcium flux agonist mode; 340,000 compounds, 0.53% hits; activation, % at 2 µM;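 active = activation over 3 SD above normal in the single-dose calcium agonist read, cut at about 30% in these data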; also: 0% is about no effect
Target sequence (P14416 whole entry, looked up): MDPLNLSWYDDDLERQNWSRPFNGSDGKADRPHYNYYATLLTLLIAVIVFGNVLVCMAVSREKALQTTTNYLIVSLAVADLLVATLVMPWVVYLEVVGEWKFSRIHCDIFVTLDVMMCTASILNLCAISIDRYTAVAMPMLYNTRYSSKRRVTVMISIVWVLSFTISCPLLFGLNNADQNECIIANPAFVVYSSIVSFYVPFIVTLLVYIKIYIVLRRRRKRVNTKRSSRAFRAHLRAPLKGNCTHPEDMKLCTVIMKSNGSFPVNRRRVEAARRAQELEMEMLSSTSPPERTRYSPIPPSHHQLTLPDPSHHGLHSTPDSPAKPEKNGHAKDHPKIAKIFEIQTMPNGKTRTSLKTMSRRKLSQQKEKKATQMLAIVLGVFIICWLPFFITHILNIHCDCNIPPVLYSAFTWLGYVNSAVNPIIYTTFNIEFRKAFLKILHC
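Tetracycline-induced HEK293 T-REx cells with force-coupled D2 receptor, plated overnight at 30 C, loaded with no-wash calcium dye. After a 10 s baseline, compound was pin-added and calcium flux read kinetically for 180 s; calcium rises flagged agonists.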
ERG-DNA inh: inhibitors of human ERG Ets domain-DNA interaction; 370,000 compounds, 0.028% hits; fluorescence polarization, His-ERG Ets domain / labelled DNA; Potency, µM (doses to about 76.9 µM), inactives show top-dose FP activity, negative = inhibition, hits mostly inhibitors; active = well fitted inhibition curve with a large enough effect in the polarisation, with a control signal flat; inconclusive = small, poorly fitted or top-dose-only effect, or effect the other way, or a change in a side signal; inactive = no such curve, though single readings can be large or run the other way; the % refers to the polarisation;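 also: polarization taken with two DNA probes labelled with fluorescein and Texas red; potency is read from the fitted curve at half-maximal effect; % of control where 0% means no effect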
Target sequence (P11308 whole entry, looked up, the tested form may be a part): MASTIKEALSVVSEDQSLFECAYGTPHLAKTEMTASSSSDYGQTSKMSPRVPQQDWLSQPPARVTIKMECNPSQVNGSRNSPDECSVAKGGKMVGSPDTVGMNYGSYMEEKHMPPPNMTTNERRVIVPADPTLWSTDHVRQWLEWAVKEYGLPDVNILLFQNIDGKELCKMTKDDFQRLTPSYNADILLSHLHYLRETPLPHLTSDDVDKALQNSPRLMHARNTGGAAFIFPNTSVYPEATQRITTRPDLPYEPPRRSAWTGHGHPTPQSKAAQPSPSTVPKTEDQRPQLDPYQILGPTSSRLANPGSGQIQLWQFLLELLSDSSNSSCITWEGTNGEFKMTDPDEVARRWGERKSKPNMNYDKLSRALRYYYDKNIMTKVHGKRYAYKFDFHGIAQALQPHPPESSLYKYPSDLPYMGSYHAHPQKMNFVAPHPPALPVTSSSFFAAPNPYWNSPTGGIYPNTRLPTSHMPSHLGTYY
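His-tagged ERG Ets domain (1 uM in the protein solution; 300mM KCl, 50mM Tris-HCl, 1mM EDTA, 1mM DTT, pH 7.5) received compound, then a probe mix of 5 nM fluorescein-DNA and 100nM Texas-615-DNA. Fluorescence polarization was read for both dyes.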
Vif-A3F inh: Vif-A3F binding inhibition; 390,000 compounds, 0.2% hits; HeLa A3F-eYFP + Vif (tagged APOBEC3F with the HIV-1 protein that degrades it), YFP fluorescence increase; Potency, µM (doses to about 46.1 µM), inactives show at the highest dose activity, negative = active; also: potency is read from the fitted curve at half-maximal effect; % of control where 0% means no effect; nearly all actives have a fitted effect of over 65% in size
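Fluorescence increase (Ex 488/Em 500-530) after overnight compound treatment at 37 deg C flags inhibition of Vif-driven A3F-eYFP loss in stable HeLa A3F-eYFP/Vif cells seeded overnight beforehand.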
RGS4 inhibitor: blocks human RGS4-accelerated GTP hydrolysis. P49798. Transcreener GDP fluorescence polarization, RGS4-accelerated GTP hydrolysis. Potency, µM (highest dose often 114 µM), for the others: top-dose activity change, negative = inhibition, actives largely listed as inhibitors. 390,000 compounds, 0.039% hits. AID 504845; also: potency is read from the fitted curve at half-maximal effect; % is scaled to controls: 0 for no effect and ±100 for the full control effect; nearly all actives have a fitted effect of over 75% in size; some results filed as inactive show a strong effect at the top dose
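MLSMR compounds (23 nl, pin-transferred) preincubated 10 min at room temperature with a 500nM (2x) first reagent, then RGS4 at 900nM (2x) plus Transcreener GDP mix added; fluorescence polarization (620/688 nm) read before and after 90 min at 30 °C.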
D2 antagonist: antagonists of human D2 dopamine receptor; P14416; HEK293 TREx D2 cells, calcium flux, dopamine EC80; inhibition, % at 10 µM; 340,000 compounds, 2% hits; AID 485344; in the data active = inhibition above about 30%; also: 0% is about no effect
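Cells plated overnight at 30 C with tetracycline; no-wash calcium dye, 30–90 min RT; 10 s baseline; compound pinned; 180 s read; EC80 dopamine added; another 180 s read.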
* marks the source's active call; other numbers are inactive results; ? = inconclusive; . = not tested or not shown; [ ] = remark or other dose. Unless noted, calls follow the shape of the dose curve; as a rule, active = well fitted curve in the direction sought with a large enough effect; inconclusive = small, poorly fitted or top-dose-only effect, or another doubt; inactive = no such curve, though single readings can be large; an effect the other way counts as inactive or inconclusive. Only part of the results is shown; rates above refer to the full screens.

Second line of a record – Vif-A3G inh	D2 antagonist	Vif-A3F inh	GRP78 ERSR act	RGS4 inhibitor	ERG-DNA inh	D2 agonist	LDHA block	ALOX12 inh
Cc1ccc(-c2nnc(Nc3ccc(C(N)=O)cc3)c3ccccc23)cc1S(=O)(=O)N1CCCCC1
 : -1%	.	-4%	-6%	17%	1%	-1.3	-3	?
Cc1c(-c2nnnn2-c2ccc(F)cc2)cnc2cc3c(cc12)OCO3
 : 2%	.	-3%	-1%	-10%	-6%	.	-3	0%
C=CCNCCCCOc1ccc(OCc2ccccc2)cc1
 : 5%	26	-9%	-4%	6%	-7%	1.7	-18	?
Sc1oc(-c2ccccc2)cc1C=Nc1ccccc1
 : 2%	-11	-2%	8%	-41%	6%	-1.3	3	?
CCOc1ccc(/C(O)=C2\C(=O)C(=O)N(CCN(C)C)C2c2cccc(OC)c2OC)cc1Cl (centres undefined)
 : -1%	-6	-5%	-1%	-27%	10%	0.7	-5	0%
COc1ccc(OC)c(S(=O)(=O)Nc2ccc3oc4c(c3c2)C(=O)CCC4)c1
 : 1%	.	-3%	-4%	-5%	1%	-0.3	-2	?
Cc1cc(N2CCN(C)CC2)nc2ccc(NC(=S)NCCCN3CCc4ccccc4C3)cc12
 : 0%	34*	13%	-1%	-13%	-6%	0.5	0	4%
N#CC(C#N)=C(Nc1ccccc1)c1ccccc1
 : 0%	-24	1%	-3%	2%	12%	2.3	-3	-11%
O=C(CN1CCCSc2ccccc21)N1CCN(S(=O)(=O)c2ccccc2)CC1
 : -4%	3	6%	-2%	13%	0%	0.7	-2	?
Cn1ncc2c(Nc3ccccc3Cl)nc(Cl)nc21
 : 4%	9	4%	-7%	-16%	11%	0.5	0	12%
Cc1nc2ccc(S(=O)(=O)NC(C(=O)Nc3nc4ccc(Cl)cc4s3)C(C)C)cc2s1 (centres undefined)
 : 3%	-5	-2%	4%	-1%	-8%	0.4	-1	12%
CC1CCCCN1C(=O)CN1C(=O)CSc2ccc(S(=O)(=O)N3CCOCC3)cc21 (centres undefined)
 : 2%	-6	2%	-5%	-19%[56.9 µM]	6%	-0.8	-2	4%
CCc1ccc(-n2c(=S)sc3c(=O)n(-c4ccccc4)c(SCC(=O)O)nc32)cc1
 : 3%	.	-4%	-6%	-6%	0%	.	-14	13%
CCOC(=O)C1=C(CN2CCCCC2)NC(=O)NC1c1ccc(OC)cc1 (centres undefined)
 : -1%	.	7%	-3%	-15%	3%	0.2	-15	45µM*
CCCCCNC(=O)c1ccc2c(=O)n(CC3CCCO3)c(=O)[nH]c2c1 (centres undefined)
 : 2%	2	-2%	-4%	45%	-2%	0.4	-7	56%[activator]
CC(NC(=O)CSC(=S)N(C)C)C12CC3CC(CC(C3)C1)C2 (centres undefined)
 : 0%	-1	-13%	-4%	?	9%	-2.2	-4	-15%
Cc1ccc(C)c(CSc2nc(-c3ccccc3F)nc3c2Cc2c(CO)cnc(C)c2O3)c1
 : -2%	.	-3%	-2%	-5%	1%	1.1	-1	-28%
CC(=O)Nc1ccc(C(=O)CSc2nnc3scc(-c4ccccc4)n23)cc1
 : -1%	1	-11%	-2%	?	2%	0.5	-7	-2%
O=C(COC(=O)CCC(=O)c1ccc(Cl)cc1)NCC1CCCO1 (centres undefined)
 : -5%	1	-11%	-5%	-8%	2%	0.3	1	0%
O=C(CSc1nnc(-c2ccncc2)n1-c1ccc(F)cc1)NC(=O)NCc1ccco1
 : 0%	-4	-2%	-4%	-21%	.	1.0	-5	10%
Nc1ncnc(NC2CCS(=O)(=O)C2)c1[N+](=O)[O-] (centres undefined)
 : -5%	7	-15%	-7%	9%	-1%	1.4	-2	-16%
S=C(NCc1ccccn1)Nc1ccc(Br)cc1Cl
 : -5%	-2	?	9%	-47%	-8%	0.2	-7	-13%
CCN(CC)C(=O)[C@H]1C[C@H](CC(=O)NCCc2ccccn2)C(=O)N2CCc3c([nH]c4ccc(Cl)cc34)[C@]12C
 : 0%	.	0%	-1%	-10%	-10%	.	3	39%[activator]
CCc1ccccc1-n1nnc(-c2nsc(NC(=O)c3ccc(C)c(C)c3)n2)c1C
 : 9%	.	0%	-3%	-22%	-2%	1.0	-20	-14%
CCOc1ccc(C(=O)CCC(=O)Nc2ccncc2)cc1
 : 0%	-7	2%	-2%	-21%	-10%[15.4 µM]	0.8	-1	5%
CCOc1ccc(OCC)c(NS(=O)(=O)c2ccc3c(c2)n(C)c(=O)c(=O)n3C)c1
 : -4%	0	-5%	-5%	0%	-4%	-0.7	24	?
O=C(NCc1ccco1)c1ccc2c(c1)N(Cc1ccc(F)cc1)C(=O)c1ccccc1S2(=O)=O
 : .	.	.	.	-6%	-4%	0.5	0	-26%
CC1CCCCN1Cc1c(O)ccc2c(=O)c(-c3nc4ccccc4s3)c(N)oc12 (centres undefined)
 : -1%	-24	-37%	-4%	-17%	0%	-0.7	-7	-16%
C=CCN(CC=C)S(=O)(=O)c1ccc2nc(NC(=O)C3CCCO3)sc2c1 (centres undefined)
 : -19%	-13	1%	-4%	6%	-2%	0.0	-4	-6%
COc1ccc(C(C(C(=O)c2cccs2)N2CCOCC2)N2CCOCC2)cc1OC (centres undefined)
 : 0%	14	-7%	-3%	-56%[56.9 µM]	-12%	1.7	-4	-9%
CN1C(=O)[C@H]2[C@@H](c3ccc(C(F)(F)F)cc3)N[C@]3(CCCN(Cc4ccc(C(F)(F)F)cc4)C3=O)[C@H]2C1=O
 : 2%	.	-6%	-3%	.	.	.	4	-29%
CCOc1ccc(CCNC(=O)CCC(=O)N2CCOc3ccccc32)cc1OCC
 : -10%	6	1%	-2%	-15%	0%	0.3	-13	5%[57.4 µM]
CCCc1cc(-c2[nH]ncc2-c2ccc3c(c2)OCCCO3)c(O)cc1O
 : -3%	-16	-9%	-5%	-24%	-13%	0.5	-2	?
Cc1ccc(NC(=O)c2ncn(-c3ccccc3)n2)cc1Cl
 : -4%	.	1%	-5%	3%	-1%	-1.1	-2	-1%
Cc1cc(C)c2nc(N3CCCC(C(=O)NCc4ccccc4F)C3)sc2c1 (centres undefined)
 : 0%	.	-22%	-1%	7%	1%	0.2	-9	11%
O=C(NCc1cccnc1)c1nc(-c2ccc(C(F)(F)F)cc2)no1
 : 4%	-3	1%	-4%	-17%	6%	-0.4	-5	4%
CCc1ccc(-c2cc(C)no2)cc1S(=O)(=O)N1CCN(c2cccc(Cl)c2)CC1
 : ?	.	-2%	-4%	-11%	2%	0.5	-4	-21%
CCOc1ccccc1N(CC(=O)OC)S(C)(=O)=O
 : -6%	-10	0%	-3%	-4%	.	-0.3	-1	4%[57.4 µM]
CCCCC(=O)Nc1ccc(NC(=S)NC(=O)c2cccs2)cc1OC
 : 0%	5	-10%	-1%	-30%	-7%	-1.2	-2	?
C/C(Cn1nnc([N+](=O)[O-])n1)=N\NC(=O)c1ccc(O)cc1O
 : -3%	13	-1%	5%	9%	-5%	5.6	26	21%

Entries of single compounds as entered above. Order of screens: Vif-A3G inh, D2 antagonist, Vif-A3F inh, GRP78 ERSR act, RGS4 inhibitor, ERG-DNA inh, D2 agonist, LDHA block, ALOX12 inh
Results for Cc1ccc(C)c(CSc2nc(-c3ccccc3F)nc3c2Cc2c(CO)cnc(C)c2O3)c1 = -2%, ., -3%, -2%, -5%, 1%, 1.1, -1, -28%
Results for COc1ccc(OC)c(S(=O)(=O)Nc2ccc3oc4c(c3c2)C(=O)CCC4)c1 = 1%, ., -3%, -4%, -5%, 1%, -0.3, -2, ?

(continued)
Second line of a record – Vif-A3G inh	D2 antagonist	Vif-A3F inh	GRP78 ERSR act	RGS4 inhibitor	ERG-DNA inh	D2 agonist	LDHA block	ALOX12 inh
CCOC(=O)N1CCN(c2ccc(C(F)(F)F)cn2)CC1
 : 2%	-7	3%	4%	-14%	1%	-1.2	-2	-9%
CNCCCC1Sc2ccccc2Oc2ccccc21 (centres undefined)
 : 5%	-30	1%	-5%	-32%	-4%	-0.1	-17	?
Cc1ccc(CNC(=O)CN(C)S(=O)(=O)c2ccc3c(c2)c(=O)n(C)c(=O)n3C)cc1
 : 7%	.	1%	5%	14%	-5%	.	-8	5%
CC(=O)c1cccc(-c2ccnc3c2CC(C(=O)Nc2ccc(C(C)C)cc2)O3)c1 (centres undefined)
 : -10%	.	.	-1%	.	.	.	4	-16%
CC(=O)OCC(OC(C)=O)C(OC(C)=O)C(OC(C)=O)C(=O)Nc1ccccc1C (centres undefined)
 : 1%	-26	-3%	-2%	9%	17%	-0.2	-3	0%
CCCNC(=O)C(NS(=O)(=O)c1cccc2nsnc12)c1ccccc1 (centres undefined)
 : -3%	11	-8%	-4%	24%	-5%	-0.7	-12	0%
O=C(NCCc1cccc(F)c1)C1CCN(S(=O)(=O)c2ccccc2)CC1
 : 1%	14	-10%	-1%	-15%	5%	0.2	-1	15%
CN1CCC(=NNC(=O)c2cc(-c3ccc(Cl)cc3)n[nH]2)CC1
 : ?	0	-13%	-2%	-14%	3%	-0.4	-1	15%
CCOc1cc(CN2CCN(c3ncccn3)CC2)ccc1OC
 : -8%	77*	0%	-2%	17%	2%	78*	-24	-53%
COc1ccccc1CC(=O)N1CCN(c2ccc(F)cc2)CC1
 : 0%	.	5%	-6%	-17%	6%	.	-1	-3%
CS(=O)(=O)Cc1ccc(C(=O)NC2CCCc3ccccc32)cc1 (centres undefined)
 : 3%	-11	0%	-4%	0%	8%	0.3	-4	-9%

Screens as filed in PubChem.
